BoNT F protease: inhibitors of Botulinum neurotoxin F light chain protease; Multiplex microsphere protease cleavage assay, flow cytometry; inhibition, % at 10 µM; actives 0.22% (n = 360,000); in the data active means inhibition above about 35%, passing the limit was not always enough; inconclusive means no clear call, values can overlap the other calls; further: plate controls were buffer without enzyme for full effect and enzyme alone for no effect
Mtb BioA inh: blocks M. tuberculosis BioA enzyme activity. actives 0.096% (n = 360,000). purified M. tuberculosis BioA enzyme, plate reader. inhibition, % at 9.99 µM. AID 602481; in the data active means inhibition above about 40%; inconclusive means no clear call, values can overlap the other calls
BoNT-A LC inh2: blocks Botulinum neurotoxin A light chain protease | multiplex microsphere protease substrate cleavage, flow cytometry | inhibition, % at 10 µM | actives 0.17% (n = 360,000) | AID 588499; further: plate controls were buffer without enzyme for full effect and enzyme alone for no effect
FadD28 binding: blocks FadD28 binding to the bisubstrate probe; AID 588549; actives 0.22% (n = 360,000); inhibition, % at 12.5 µM; fluorescence polarization; in the data active means inhibition above about 8.5%, passing the limit was not always enough; inconclusive means no clear call, values can overlap the other calls
UGM FP inh: inhibitors of M. tuberculosis UDP-galactopyranose mutase; actives 0.06% (n = 320,000); purified UGM, fluorescence polarization probe displacement; inhibition, % at 10 µM; in the data active means inhibition above about 10%, passing the limit was not always enough; inconclusive means no clear call, values can overlap the other calls
Target sequence (P9WIQ1 whole entry, looked up): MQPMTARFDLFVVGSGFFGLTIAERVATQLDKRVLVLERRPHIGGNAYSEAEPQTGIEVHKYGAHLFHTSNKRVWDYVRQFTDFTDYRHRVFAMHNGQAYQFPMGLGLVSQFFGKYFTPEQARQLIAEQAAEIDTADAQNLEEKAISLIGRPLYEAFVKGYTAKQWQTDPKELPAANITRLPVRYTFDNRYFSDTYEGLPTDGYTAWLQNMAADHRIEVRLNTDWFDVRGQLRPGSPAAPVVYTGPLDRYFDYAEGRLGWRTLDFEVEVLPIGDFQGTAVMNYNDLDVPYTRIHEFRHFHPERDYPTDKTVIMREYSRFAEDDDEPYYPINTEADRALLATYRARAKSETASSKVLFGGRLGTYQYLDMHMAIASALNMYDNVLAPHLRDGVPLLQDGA
Anthrax LF inh2: anthrax lethal factor protease inhibition; multiplex microsphere protease cleavage assay, LF; P15917; inhibition, % at 10 µM; actives 0.12% (n = 360,000); further: plate controls were buffer without enzyme for full effect and enzyme alone for no effect
Mtb FBA inh: Mtb fructose-bisphosphate aldolase inhibition. AID 588726. P9WQA3. purified M. tuberculosis FBA, fluorescence read-out. inhibition, % at 1 µM. actives 2.3% (n = 360,000); in the data active means inhibition above about 27%;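 further: 0% = vehicle and 100% = reference inhibitor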
Target sequence (P9WQA3 whole entry, looked up): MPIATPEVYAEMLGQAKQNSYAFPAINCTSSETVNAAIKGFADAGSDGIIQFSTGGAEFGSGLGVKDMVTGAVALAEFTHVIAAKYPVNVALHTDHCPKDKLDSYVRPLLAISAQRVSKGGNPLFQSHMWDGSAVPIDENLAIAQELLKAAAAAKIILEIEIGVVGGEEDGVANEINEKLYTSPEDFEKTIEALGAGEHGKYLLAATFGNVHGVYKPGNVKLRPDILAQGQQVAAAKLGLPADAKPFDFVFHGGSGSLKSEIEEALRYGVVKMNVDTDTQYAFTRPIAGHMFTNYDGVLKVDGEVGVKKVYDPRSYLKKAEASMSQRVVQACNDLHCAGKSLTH
GDH-TPI inh: GDH-TPI coupled enzyme inhibition counter-screen; actives 1.2% (n = 360,000); inhibition, % at 4.8 µM; AID 588335; GDH-TPI coupled enzyme counterscreen, NADH absorbance; in the data active means inhibition above about 30%;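 further: 0% = DMSO wells and 100% = wells lacking the enzyme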
PfHsp40 rescue: restores yeast growth despite PfHsp40 toxicity | S. cerevisiae expressing PfHsp40, growth rescue, ATP luminescence | growth rescue, % at 12.5 µM | actives 0.68% (n = 340,000) | AID 504582; in the data active means growth rescue above about 28%, passing the limit was not always enough; inconclusive means no clear call, values can overlap the other calls;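 further: yeast W303a lacking pdr1 and pdr3 grown in galactose medium; growth measured after three days at 30 °C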
* hit, by the source's call; ? = inconclusive; . = no result given; & = joins results of further samples. Unless noted, no stated cut-off is given here; in the data, active means inhibition above about 30%; inconclusive means no clear call, values can overlap the other calls; inactive means below that.

smiles	BoNT F protease	Mtb BioA inh	BoNT-A LC inh2	FadD28 binding	UGM FP inh	Anthrax LF inh2	Mtb FBA inh	GDH-TPI inh	PfHsp40 rescue
COCCNC(=O)C1CC(c2cccc(OC)c2)=NO1 (configuration not stated)	3.8	.	0.4	-0.9	-0.9	0.2	0.6	2.0	-0.7
COc1ccc(Nc2nc(N)nc(CSc3nncn3C)n2)cc1	2.1	-0.2	-0.6	0.7	-0.7	-3.6	-0.6	6.1	0.5
Fc1ccccc1/C=N/Nc1nc(N2CCCCC2)nc(N2CCCCC2)n1	6.6	.	-0.5	-1.7	0.9	-3.3	-1.8	-1.3	-0.9
Cc1ccc(C(=O)Nc2cccc(C(F)(F)F)c2)cc1Nc1ncnc2nc[nH]c12	-7.3	1.9	0.1	-8.1	3.8	-6.5	1.9	2.8	.
Cn1c(O)c(N=NC(=O)CNC(=O)c2ccccc2)c2cc(Br)ccc21	-1.0	-1.0	-0.6	1.0	-1.2	-2.8	-1.5	18.1	0.0
Cc1c(C(=O)N/N=C/c2ccccn2)nnn1-c1nonc1N	0.5	0.2	-1.0	-2.4	4.9	-1.4	1.2	-5.2	-0.7
CCc1cc(C)cc(OCCNC(=O)c2ncn[nH]2)c1	-3.2	-1.5	0.7	-4.8	1.3	5.5	-3.5	3.7	-0.4
Cc1cc(C)c2c(CN3CCN(c4ccccc4)CC3)cc(=O)oc2c1	-1.8	1.0	-1.4	-2.6	.	-0.2	-4.4	.	.
COc1ccc(NC(=O)CNC(=O)C2CCCCC2)cc1OC	-0.8	-0.6	-0.1	-2.5	-1.2	-7.5	2.8	14.5	0.4
Nc1sccc1C(=O)c1ccc(Cl)cc1	11.6	-0.9	1.7	-1.4	.	-3.1	4.8	7.9	2.5
Cc1ccccc1Oc1ncnc2oc(-c3ccccc3)cc12	-4.4	-0.4	1.1	-0.7	-0.3	0.4	7.0	6.8	1.6
CNC(=O)c1cc(C(=O)c2ccccc2Br)c[nH]1	7.0	3.2	-0.3	-1.5	2.0	2.9	3.4	3.0	-1.8
COc1ccc2[nH]c(C)c(CCN3C(=O)OC(C)(C)C3(C)O)c2c1 (configuration not stated)	-9.3	-0.4	1.1	-1.5	-2.2	-2.8	3.8	7.7	-1.1
CCCCn1c(C23CC4CC(CC(C4)C2)C3)n[nH]c1=S	?	0.8	0.3	0.2	-2.8	-9.2	0.7	8.6	5.1
CCN1C(=O)C(=Cc2c(C)n(CC(=O)NCC3CCCO3)c3ccccc23)C(=O)N(CC)C1=S (configuration not stated)	1.6	-0.7	3.3	-2.8	1.4	1.1	1.3	-1.0	-0.8

Individual results from the list.
Fc1ccccc1/C=N/Nc1nc(N2CCCCC2)nc(N2CCCCC2)n1 – BoNT-A LC inh2 = -0.5
Cn1c(O)c(N=NC(=O)CNC(=O)c2ccccc2)c2cc(Br)ccc21 – BoNT-A LC inh2 = -0.6
COc1ccc(Nc2nc(N)nc(CSc3nncn3C)n2)cc1 – Mtb BioA inh = -0.2

Going on with the list:
smiles	BoNT F protease	Mtb BioA inh	BoNT-A LC inh2	FadD28 binding	UGM FP inh	Anthrax LF inh2	Mtb FBA inh	GDH-TPI inh	PfHsp40 rescue
CCOc1ccc(S(=O)(=O)NCc2ccccn2)cc1NC(=O)c1ccccc1F	-0.5	-1.9	-0.9	1.1	0.0	-1.6	0.1	3.9	-0.6
O=C(CSc1c2c(nc3cc(Cl)ccc13)CCCC2)NCCCN1CCOCC1	-1.8	.	0.4	-9.7	-2.2	0.2	-2.3	7.9	1.6
O=C(CCc1nnc(Cc2cccc(C(F)(F)F)c2)o1)NCCc1ccccc1F	6.0	1.4	-2.2	-5.7	2.3	-8.7	0.4	4.5	3.1
CCC(C)[C@H](NC(=O)C1CCC(CNC(=O)[C@@H]2CCCN2C(=O)OC(C)(C)C)CC1)C(=O)O (some centres not stated)	-23.8	-1.0	-1.2	-0.2	-2.2	-15.8	1.2	-3.0	-1.3
Nc1ccc(-c2nnn(Cc3ccccc3)n2)cc1	-1.2	-0.2	-4.6	1.0	.	9.4	0.3	17.4	-0.6
Cc1ccc(C(=O)OC2CCN(c3ccc([N+](=O)[O-])cc3)CC2)cc1	8.2	-4.2	0.9	-3.1	2.1	3.4	-0.1	-6.4	0.6
FC(F)(F)c1ccnc(Sc2n[nH]c(C(F)(F)F)n2)c1	?	.	?	-3.1	-0.2	-17.2	-1.9	-10.9	0.5
Cc1ccc(-c2csc3nc(SCC(=O)N(C)C)n(Cc4ccccc4)c(=O)c23)cc1	-1.0	-2.9	0.3	-1.6	0.5	-1.7	0.6	10.2	2.4
CCCNC(=O)N(C)C[C@@H]1Oc2cc(C#CC(C)(C)O)ccc2S(=O)(=O)N([C@H](C)CO)C[C@H]1C	-4.5	0.5&-1.4&2.5	-0.8	-2.2	.	-8.2	-0.7	5.2	.
O=C(Nc1nccs1)C1CCN(S(=O)(=O)c2ccccc2)CC1	2.0	0.9	0.1	2.2	0.2	-1.3	8.5	5.4	-2.0
O=C1c2ccc([N+](=O)[O-])cc2C(=O)N1CNc1ccccn1	9.0	.	0.0	-0.3	1.6	3.0	1.1	-2.9	-0.9
O=S(=O)(NCCOCCNS(=O)(=O)c1ccccc1)c1ccccc1	3.1	1.1	-1.3	-0.2	0.0	-2.2	-1.8	3.8	-0.2
O=C(NCC(c1ccco1)N1CCOCC1)C1CCCCC1 (configuration not stated)	11.8	0.1	0.2	-0.6	-2.4	-7.1	-1.3	-5.5	-1.4
COc1cccc(C(=O)Nc2ccc(-n3nncc3C(C)(C)C)cc2)c1	-2.5	.	0.3	-3.2	3.1	3.5	-0.1	8.5	0.0
CCOC(=O)N1CCN(C(=O)C(=O)N/N=C/c2ccc(OC)cc2OC)CC1	?	.	-1.7	-2.9	3.0	-5.4	-3.5	21.0	0.8

Reformatted: results already given.
SMILES: CCCCn1c(C23CC4CC(CC(C4)C2)C3)n[nH]c1=S
- BoNT F protease: ?
- Mtb BioA inh: 0.8
- BoNT-A LC inh2: 0.3
- FadD28 binding: 0.2
- UGM FP inh: -2.8
- Anthrax LF inh2: -9.2
- Mtb FBA inh: 0.7
- GDH-TPI inh: 8.6
- PfHsp40 rescue: 5.1

SMILES: CCN1C(=O)C(=Cc2c(C)n(CC(=O)NCC3CCCO3)c3ccccc23)C(=O)N(CC)C1=S (configuration not stated)
- BoNT F protease: 1.6
- Mtb BioA inh: -0.7
- BoNT-A LC inh2: 3.3
- FadD28 binding: -2.8
- UGM FP inh: 1.4
- Anthrax LF inh2: 1.1
- Mtb FBA inh: 1.3
- GDH-TPI inh: -1.0
- PfHsp40 rescue: -0.8

SMILES: CCOc1ccc(S(=O)(=O)NCc2ccccn2)cc1NC(=O)c1ccccc1F
- BoNT F protease: -0.5
- Mtb BioA inh: -1.9
- BoNT-A LC inh2: -0.9
- FadD28 binding: 1.1
- UGM FP inh: 0.0
- Anthrax LF inh2: -1.6
- Mtb FBA inh: 0.1
- GDH-TPI inh: 3.9
- PfHsp40 rescue: -0.6

SMILES: O=C(CSc1c2c(nc3cc(Cl)ccc13)CCCC2)NCCCN1CCOCC1
- BoNT F protease: -1.8
- Mtb BioA inh: .
- BoNT-A LC inh2: 0.4
- FadD28 binding: -9.7
- UGM FP inh: -2.2
- Anthrax LF inh2: 0.2
- Mtb FBA inh: -2.3
- GDH-TPI inh: 7.9
- PfHsp40 rescue: 1.6

Retrieved one by one from the entries so far (4):
smiles	BoNT F protease	Mtb BioA inh	BoNT-A LC inh2	FadD28 binding	UGM FP inh	Anthrax LF inh2	Mtb FBA inh	GDH-TPI inh	PfHsp40 rescue
Cc1c(C(=O)N/N=C/c2ccccn2)nnn1-c1nonc1N	0.5	0.2	-1.0	-2.4	4.9	-1.4	1.2	-5.2	-0.7
CCOC(=O)N1CCN(C(=O)C(=O)N/N=C/c2ccc(OC)cc2OC)CC1	?	.	-1.7	-2.9	3.0	-5.4	-3.5	21.0	0.8
CCCCn1c(C23CC4CC(CC(C4)C2)C3)n[nH]c1=S	?	0.8	0.3	0.2	-2.8	-9.2	0.7	8.6	5.1
COc1ccc(NC(=O)CNC(=O)C2CCCCC2)cc1OC	-0.8	-0.6	-0.1	-2.5	-1.2	-7.5	2.8	14.5	0.4

Next structures
smiles	BoNT F protease	Mtb BioA inh	BoNT-A LC inh2	FadD28 binding	UGM FP inh	Anthrax LF inh2	Mtb FBA inh	GDH-TPI inh	PfHsp40 rescue
CC1=CC(C)(C)Nc2ccc(OC(=O)CN3C(=O)CCC3=O)cc21	-9.1	-1.2	-1.4	2.4	3.8	-3.5	0.3	11.8	-0.3
Cc1ccc(-c2nc(NCc3ccco3)n(S(C)(=O)=O)n2)cc1	-10.1	0.2	-1.2	-4.9	2.4	2.4	-0.6	-10.8	-0.9
COc1ccc(OC)c(NC(=O)C2CCCN(S(=O)(=O)c3c(C)noc3C)C2)c1 (configuration not stated)	?	1.6	1.7	-4.5	-1.1	-14.8	0.1	-0.4	1.4
CN(C)CCCOc1ccc2c(c1)Sc1ccccc1CC2=O	-14.9	.	0.4	-2.4	-4.7	-0.7	0.7	8.8	2.1
CCN(CC)Cc1csc2ccc(Br)cc12	-1.9	0.8	-0.4	-3.3	1.3	0.4	-0.6	6.7	2.3
CC(=O)Nc1ccc(NC(=O)Cn2c(=O)n(-c3ccccc3)c(=O)c3oc4ccccc4c32)cc1	3.0	.	0.7	-4.8	1.0	4.8	0.6	-3.8	-0.6
Cc1ccc(NC(=O)C(C)OC(=O)/C=C/c2ccccc2)cc1 (configuration not stated)	-3.8	1.0	-0.7	0.6	-0.7	-1.5	-1.4	3.5	0.8
Cc1ccc(S(=O)(=O)/N=c2\ccc(Cl)cn2C(F)F)cc1	-3.4	.	-0.1	-0.7	-2.4	2.1	0.5	21.9	9.1
O=C(NCc1cccnc1)c1cccc2c1C(=O)N(Cc1cccnc1)C2	10.2	13.8	0.1	-2.8	-0.3	4.1	21.1	-5.2	?
Cc1[nH]c(=O)[nH]c(=O)c1S(=O)(=O)Nc1ccc(Br)cc1F	-27.5	0.6	-2.0	.	0.1	-7.2	-1.5	-6.9	-0.1
O=[N+]([O-])c1cc(CS(=O)(=O)Oc2ccc(Cl)cc2)c(O)c([N+](=O)[O-])c1	-2.1	.	-0.6	0.8	5.9	-9.6	-19.6	11.2	-0.1
COc1ccc(-c2ccc(C(c3c(C)[nH][nH]c3=O)c3c(C)[nH][nH]c3=O)o2)c([N+](=O)[O-])c1	-4.9	.	0.2	0.7	.	-4.4	-1.0	-3.8	0.8
CC1(c2nnc(-c3ccc(Cl)cc3)o2)CC(c2c(Cl)cccc2Cl)=NO1 (configuration not stated)	-3.2	-0.4	0.3	-1.1	-0.4	-6.2	-1.6	-5.2	2.1
COc1cccc(-c2c(-c3cc(OC)cc(OC)c3)n(C)c3ccc(-c4ccc(OC)nc4)cc23)c1	0.5	-0.7	-0.7	-3.5	3.2	-2.4	0.7	3.1	-0.9
CC1CCC2(CC1)NC(=O)N(CC(=O)Nc1ccc3[nH]c(=O)[nH]c3c1)C2=O (configuration not stated)	-8.4	0.6	0.8	-3.2	-1.9	5.4	2.2	-11.2	1.0
CC(Oc1ccc(F)cc1)C(=O)Nc1cccc(-c2nn[nH]n2)c1 (configuration not stated)	-4.3	-1.1	0.9	-5.6	7.1	2.5	-0.2	5.2	-0.4
Cc1nn(-c2ccccc2)c(Cl)c1/C=N/NC(=O)CNC(=O)c1ccccc1Cl	-7.5	.	-0.1	-1.1	3.0	-1.8	0.1	8.9	0.7

Assay outcomes: PubChem BioAssay, several laboratories

Outcome played no part in choosing rows; overall some 4.7% were active at least once.
